Screening data deposited in PubChem BioAssay by several laboratories.
Tb hexokinase = blocks Trypanosoma brucei hexokinase 1 activity; recombinant TbHK1, G6PDH-coupled NADH A340; inhibition, % at 10 µM; 220,000 compounds, 0.11% hits; AID 1430;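 active means inhibition of 50% or more in the single-dose primary screen; inactive means inhibition below 50%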
L929 necroptosis = L929 zVAD cell death inhibition; 220,000 compounds, 0.38% hits; viability rescue, % at 10 µM; AID 1377; L929 zVAD necroptosis rescue, ATP luminescence, 24 h; with zVAD 60 µM;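 active means activation, scaled between plate controls, above about 75%, limit read from the data; inactive means activation under that limit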;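 further: 0% = zVAD with DMSO and 100% = DMSO alone without zVAD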
FXIIa inh = blocks human coagulation factor XIIa protease activity. purified FXIIa, Boc-QGR-AMC fluorogenic substrate, 2 h. inhibition, % at 5 µM. AID 800. 220,000 compounds, 0.3% hits. P00748; in the data active means inhibition above about 40%;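 further: 0% = enzyme with no compound and 100% = blank without enzyme; many of its hits are not listed in these tables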
Target sequence (P00748 20-372 limits assumed): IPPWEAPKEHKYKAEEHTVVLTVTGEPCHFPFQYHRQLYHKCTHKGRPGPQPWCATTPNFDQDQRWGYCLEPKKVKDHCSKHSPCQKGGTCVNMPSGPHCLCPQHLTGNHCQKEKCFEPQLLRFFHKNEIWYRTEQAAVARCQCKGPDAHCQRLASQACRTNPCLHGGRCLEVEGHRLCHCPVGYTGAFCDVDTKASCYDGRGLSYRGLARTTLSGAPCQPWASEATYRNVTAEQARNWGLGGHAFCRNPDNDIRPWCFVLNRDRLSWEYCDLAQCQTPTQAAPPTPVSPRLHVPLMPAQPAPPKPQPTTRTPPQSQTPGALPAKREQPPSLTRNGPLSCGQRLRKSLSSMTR
Target sequence (P00748 373-615 limits assumed): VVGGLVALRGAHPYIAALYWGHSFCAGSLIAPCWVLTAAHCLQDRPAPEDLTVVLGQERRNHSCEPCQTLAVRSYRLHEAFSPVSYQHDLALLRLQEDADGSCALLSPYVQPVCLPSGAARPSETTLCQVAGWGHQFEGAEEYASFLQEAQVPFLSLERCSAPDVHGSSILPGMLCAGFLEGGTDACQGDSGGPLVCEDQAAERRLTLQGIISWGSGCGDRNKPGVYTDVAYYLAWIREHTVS
CHOP inh = inhibitors of CHOP induction in ER stress response. CHO-K1 CHOP-promoter luciferase, tunicamycin-induced, 15-18 h. 220,000 compounds, 3.8% hits. inhibition, % at 10 µM;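 active means compounds that reduced the stress-induced luciferase reporter signal by more than about 70% of percent inhibition, limit read from the data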;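 further: 0% = tunicamycin plus vehicle and 100% = wells without tunicamycin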
TNF necrop inh = blocks TNF-alpha induced death of Jurkat FADD-/- cells; 220,000 compounds, 0.068% hits; AID 463075; Jurkat FADD-/- TNF necroptosis rescue, ATP luminescence, 24 h; 0 = TNF only, 100 = no-TNF cells; activation (protection from cell death), % at 10 µM;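 active means activation, meaning protection from cell death, of at least 50% relative to plate controls; inactive means activation below 50%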;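 further: necroptosis triggered by 40 ng/mL TNF-alpha added together with compound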
EP2 antag = inhibitors of human EP2 prostaglandin E2 receptor. P43116. AID 1422. 260,000 compounds, 0.52% hits. C6 glioma cells expressing human EP2, cAMP TR-FRET; cells stimulated with saturating PGE2. inhibition, % at 25 µM;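 active means percent inhibition above 40 after rounding to a whole number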;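 further: rat C6 glioma host cells with rolipram phosphodiesterase inhibitor present; the protocol text gives 20 µM as final concentration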
Target sequence (P43116 whole entry, looked up): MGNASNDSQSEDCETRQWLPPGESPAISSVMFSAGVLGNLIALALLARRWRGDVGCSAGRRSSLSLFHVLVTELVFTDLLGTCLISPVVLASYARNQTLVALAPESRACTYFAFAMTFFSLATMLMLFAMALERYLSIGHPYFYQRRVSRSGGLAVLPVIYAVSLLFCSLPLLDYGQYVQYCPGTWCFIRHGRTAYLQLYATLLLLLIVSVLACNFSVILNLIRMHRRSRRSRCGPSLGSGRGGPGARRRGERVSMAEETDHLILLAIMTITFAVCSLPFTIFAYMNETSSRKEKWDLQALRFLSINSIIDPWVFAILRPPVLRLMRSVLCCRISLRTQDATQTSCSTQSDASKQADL
FXIa inh = factor XIa (human) inhibition; AID 798; 220,000 compounds, 0.14% hits; inhibition, % at 5 µM; purified FXIa, Boc-Glu-Ala-Arg-AMC fluorogenic substrate; P03951;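 active means inhibition of at least 40%; inactive means inhibition below 40%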;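 further: fluorescence of freed AMC excited at 355 nm; 0% = enzyme without compound and 100% = no enzyme blank; many of its hits are not listed in these tables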
PPC-1+TRAIL kill = kills PPC-1 cancer cells in the presence of TRAIL. PPC-1 cells + TRAIL, ATPLite viability luminescence. cell killing (% activity), % at 4 µM. 220,000 compounds, 0.41% hits. AID 1443;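 active means cell killing above 50% in the first pass at 4 µM, then a duplicate retest at 5 µM averaging 50% or more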;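 further: plate controls were cells with TRAIL plus DMSO for no effect and medium-only wells lacking cells for full effect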
Wee1 degr inh = blocks degradation of human Wee1 kinase; 220,000 compounds, 1.2% hits; P30291; HeLa Luc-Wee1K328M stability, luciferase luminescence; 100% = proteasome inhibitor MG132 effect; reporter increase, % at 5 µM;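 active means activation above the mean of all tested compounds plus 3 SD, set per screening run, cut at about 8.8% in these data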;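 further: cells exposed to compound for 20 h before luminescence read; 0% = DMSO alone and 100% = MG132 at 30 µM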
An asterisk follows results filed as active; . = not tested or not shown; & = joins results of further samples. The list is partial; the hit share may differ from the screen's.

SMILES	Tb hexokinase	L929 necroptosis	FXIIa inh	CHOP inh	TNF necrop inh	EP2 antag	FXIa inh	PPC-1+TRAIL kill	Wee1 degr inh
Cc1ccc(NS(=O)(=O)c2sc3ccc(Cl)cc3c2C)cc1	6	0.8	12	27	0.1	12	7	32	0
CCn1cc(SCC(N)=O)c2ccccc21	5	2.7	2	23	-0.6	8	-11	18	-2
CCOC(=O)CNc1nc(Cl)nc(Nc2ccc(Cl)cc2)n1	-13	1.2	10	25	2.3	6	0	3	7
Cc1cc(NS(=O)(=O)c2ccc(NC(=O)CSc3nc4ncc(Br)cc4[nH]3)cc2)nc(C)n1	-15	0.6	3	19	6.1	9	0	8	-1
Cc1oc(-c2ccccc2F)nc1CSCC(=O)NCc1ccc2c(c1)OCO2	61*	0.1	16	15	-2.4	4	0	0	0
O=c1c2ccccc2n2c(-c3ccc(F)cc3)nnc2n1Cc1ccccc1	29	0.9	14	18	2.0	10	5	22	-1
Cc1ccc(-c2nnn(CC(=O)NC3CCN(Cc4ccccc4)CC3)n2)cc1	11	0.2	0	40	1.0	4	-2	2	-2
CCNC(=O)c1cccc(S(=O)(=O)N2CCCCCC2)c1	-1	0.4	31	0	1.2	4	24	28	-1
Cc1cnc(NC(=O)CSc2nnc(-c3ccc(Cl)cc3Cl)n2N)s1	1	-0.2	1	39	1.6	8	3	1	-1
COC(=O)c1ccccc1NC(=O)CN(C)S(=O)(=O)c1ccc(OC)cc1	3	-0.1	10	9	0.0	6	2	5	-1
O=C(CSc1nnc(-c2ccc(S(=O)(=O)N3CCCC3)cc2)o1)NCc1ccccc1	4	0.7	5	9	-0.5	-1	-2	10	2
O=C(CCS(=O)(=O)Cc1ccccc1)NCC1CCCO1 (stereo unspecified)	5	0.0	7	38	-1.2	7	-2	19	1
CCCCOc1ccc(C(=O)Nc2ccc(C)cc2[N+](=O)[O-])cc1	4	-0.3	8	-42	3.5	13	4	-7	-2
O=C(Nc1ccc(Cl)cc1)C1CC2CCCC(C1)C2=O (stereo unspecified)	0	2.7	5	10	1.0	6	1	-1	3
COc1ccc(N(C(C)=O)c2nc(C)cc(C)c2C#N)c(OC)c1	-1	-0.5	6	-16	-0.1	1	1	12	0
CC(C)OC(=O)c1c(N)n(CCCN2CCOCC2)c2nc3ccccc3nc12	-18	-0.5	-12	14	0.7	19	-23	6	5
N#C/C(=C/c1ccc(-c2cc([N+](=O)[O-])ccc2Cl)o1)C(N)=O	-28	2.3	7	-21	-8.2	7	1	-5	1
COc1cccc(O)c1CN1CCCC(C(=O)c2cccc(C(F)(F)F)c2)C1 (stereo unspecified)	19	-0.3	8	51	3.6	2	2	40	0
CCNS(=O)(=O)c1ccc(OC)c(C)c1	-1	0.3	2	0	4.4	6	-3	20	0
COCCCNC(=O)/C(C#N)=C/c1cc(C)[nH]c1C	-31	2.4	10	-11	0.4	10	2	-1	1

3 structures out of the list, sorted by SMILES length, low to high:
SMILES	Tb hexokinase	L929 necroptosis	FXIIa inh	CHOP inh	TNF necrop inh	EP2 antag	FXIa inh	PPC-1+TRAIL kill	Wee1 degr inh
O=C(Nc1ccc(Cl)cc1)C1CC2CCCC(C1)C2=O (stereo unspecified)	0	2.7	5	10	1.0	6	1	-1	3
COc1ccc(N(C(C)=O)c2nc(C)cc(C)c2C#N)c(OC)c1	-1	-0.5	6	-16	-0.1	1	1	12	0
Cc1oc(-c2ccccc2F)nc1CSCC(=O)NCc1ccc2c(c1)OCO2	61*	0.1	16	15	-2.4	4	0	0	0

Additional structures.
SMILES	Tb hexokinase	L929 necroptosis	FXIIa inh	CHOP inh	TNF necrop inh	EP2 antag	FXIa inh	PPC-1+TRAIL kill	Wee1 degr inh
O=C(/C=C/c1cccc([N+](=O)[O-])c1)N1CCN(c2ccccc2F)CC1	-3	0.1	9	-17	0.3	8	-1	6	0
Cc1ccc(C)c(NC(=S)c2nc3ccccc3s2)c1	31	0.1	2	-22	1.4	15	-4	14	-3
COc1ccc(CCN(CC(=O)NC(C)(C)C)C(=O)Cn2nnc(-c3ccc(C)o3)n2)cc1OC	4	2.0	2	5	1.5	3	-4	-26	1
Cc1ccc(C(=O)Nc2ccccc2SCC2CSc3nc4ccccc4c(=O)n32)cc1 (stereo unspecified)	-3	-0.3	-24	19	-9.0	8	-9	15	-1
O=C(CNC(=O)c1ccc(-c2ccccc2)cc1)OCc1ccc(Br)cc1	4	0.7	13	-4	0.9	10	8	13	-4
O=C(Nc1cccc(C(F)(F)F)c1)c1ccco1	1	-0.8	4	15	-1.9	2	8	6	-2
CCOC(=O)c1c(/N=C/C2C(=O)CC(C)(C)CC2=O)sc2c1CCCC2	-7	0.8	6	55	0.0	5	-1	15	8
COc1cccc(NC(=S)NC(=O)c2c(Cl)c(C)nn2C)c1	2	0.5	12	13	1.4	9	2	11	3
CCOC(=O)C1CCCN(C(=O)c2ccco2)C1 (stereo unspecified)	-5	-0.8	13	-22	-2.1	3	4	14	2
NS(=O)(=O)c1ccc(CCNc2ncnc3sccc23)cc1	40	-0.1	13	.	-9.0	11	4	12	0
OC[C@@H]1CCCN1Cc1nc(-c2cccs2)no1	-7	1.0	7	-12	1.0	3	-2	24	11*
COc1cccc(OC)c1OCCCSc1nc(C)cc(=O)[nH]1	-6	-0.1	16	20	-1.3	7	0	-5	0
COc1ccc(NC(=O)CN2CCCCC2)cc1	3	-0.7	4	-16	-1.1	10	1	-3	1
CCC(=O)c1cccc2c1N=CC1=C(CC(C)(C)CC1=O)N2	-9	0.2	0	31	-2.0	8	0	33	-1
CC(=O)N1CCN(c2nc(CC(C)C)c3c(c2C#N)CCC3)CC1	-11	0.0	13	20	-1.9	.	-2	11	-3
CCCn1nnc(NC(=O)c2cccc(Cl)c2)n1	1	0.3	12	-12	0.0	7&8	-1	25	0
N#Cc1c(-c2ccc(F)cc2)cc(-c2cccnc2)nc1N	-7	-0.7	-8	88*	0.0	18	-7	11	-1
CS(=O)(=O)N(Cc1ccccc1)c1ccc(C(=O)NCc2ccccc2)cc1	-4	-0.5	7	23	1.3	10	-1	12	-3
CCC(SC1=NCCS1)C(=O)Nc1nnc(-c2ccccc2OC)s1 (stereo unspecified)	-28	83*	16	86*	2.8	8	5	0	-1
NCCS(=O)(=O)NC1CCCCC1	3	7.8	5	10	0.4	11	-2	7	-4
COc1cc(-c2nc(-c3cccc(C)c3)no2)cc(OC)c1OC	-7	-0.6	16	7	-1.9	16	8	15	0
CCC(OC(=O)c1nsc(Cl)c1Cl)C(=O)NCc1ccco1 (stereo unspecified)	2	0.3	7	-10	-3.5	6	3	19	-1
CCNC(=O)NC(=O)C(C)OC(=O)[C@H](C)NS(=O)(=O)c1c(C)c(C)cc(C)c1C (stereo partly specified)	-8	-0.2	5	3	4.1	4	-1	-7	0
O=C(CCn1c(=O)c2ccccc2n(Cc2cccnc2)c1=O)NCc1ccc2c(c1)OCO2	-3	1.0	-17	21	1.4	3	-6	-16	-2
CCOC(=O)C(CC)/C(C)=N/NC(=O)c1ccccc1[N+](=O)[O-] (stereo unspecified)	-3	-0.1	10	-11	-3.5	5	12	14	-3
Fc1ccc(Cn2nnnc2C(c2ccc(Cl)cc2)N2CCSCC2)cc1 (stereo unspecified)	2	0.3	9	20	-0.6	5	1	4	-1
Cc1cc2cc(CNC(=O)c3ccc(S(=O)(=O)N4CCCCC4)cc3)ccc2[nH]1	-11	1.9	9	1	1.1	18	-2	9	0
NC(=O)N/N=C/C=C/c1ccc(F)cc1	-19	0.1	4	13	2.0	8	-5	9	2
CCCn1nnc(NC(=O)c2cc(Br)ccc2OC)n1	-2	0.0	11	-7	-1.8	5	2	11	2
CCOC(=O)C(=Nc1ccc(Cl)cc1)NO	1	0.4	5	4	1.5	10	4	16	-1
CNc1oc(C)nc1S(=O)(=O)c1ccccc1	-6	-0.2	10	-16	-1.3	8	1	6	-5
O=C(Cc1ccccc1)N1CCN(C(=O)c2ccco2)CC1	-1	-1.2	10	28	-1.4	13	0	8	0
COC(=O)C1=C(C)NC(=O)NC1/C=C/c1ccccc1 (stereo unspecified)	-5	0.2	2	35	-0.3	2	-13	30	1
CCOC(=O)c1c(-c2ccc(C)o2)csc1NC(=O)COC(=O)c1ccc(NC(N)=O)cc1	-12	0.4	7	49	-12	8	1	4	2
OCCC1CN(Cc2cccc3nccnc23)CCN1Cc1ccc(F)cc1 (stereo unspecified)	-7	0.9	8	-14	2.2	6	-3	-10	2
CCN(CC)CCn1c(=N)n(CC(O)c2ccco2)c2ccccc21 (stereo unspecified)	6	-0.1	12	50	1.3	11	7	34	4
COc1ccc(C(c2c(NC(C)=O)sc3c2CCCC3)N2CCN(CCO)CC2)cc1OC (stereo unspecified)	-3	-0.7	-2	-2	1.6	11	-2	7	-1
Cc1cc(Br)ccc1SCC(=O)OCC(=O)NCc1ccc2c(c1)OCO2	4	2.3	5	0	0.7	9	-3	-2	5
Cc1cc(C(=O)NCCc2ccccc2)c2cc(F)ccc2n1	-2	0.6	7	14	1.0	3	-2	-12	1
COc1ccc(N2CCN(C(=O)CCNS(=O)(=O)c3ccc4c(c3)CCC(=O)N4)CC2)cc1	0	0.4	-5	-2	0.8	5	-8	17	-1
CCn1c(SCC(=O)C(C)(C)C)nnc1-c1ccccn1	-7	-0.2	8	1	0.8	5	5	-11	0

Among those listed so far, 10 have a Cl atom:
SMILES	Tb hexokinase	L929 necroptosis	FXIIa inh	CHOP inh	TNF necrop inh	EP2 antag	FXIa inh	PPC-1+TRAIL kill	Wee1 degr inh
Cc1ccc(NS(=O)(=O)c2sc3ccc(Cl)cc3c2C)cc1	6	0.8	12	27	0.1	12	7	32	0
CCOC(=O)CNc1nc(Cl)nc(Nc2ccc(Cl)cc2)n1	-13	1.2	10	25	2.3	6	0	3	7
Cc1cnc(NC(=O)CSc2nnc(-c3ccc(Cl)cc3Cl)n2N)s1	1	-0.2	1	39	1.6	8	3	1	-1
O=C(Nc1ccc(Cl)cc1)C1CC2CCCC(C1)C2=O (stereo unspecified)	0	2.7	5	10	1.0	6	1	-1	3
N#C/C(=C/c1ccc(-c2cc([N+](=O)[O-])ccc2Cl)o1)C(N)=O	-28	2.3	7	-21	-8.2	7	1	-5	1
COc1cccc(NC(=S)NC(=O)c2c(Cl)c(C)nn2C)c1	2	0.5	12	13	1.4	9	2	11	3
CCCn1nnc(NC(=O)c2cccc(Cl)c2)n1	1	0.3	12	-12	0.0	7&8	-1	25	0
CCC(OC(=O)c1nsc(Cl)c1Cl)C(=O)NCc1ccco1 (stereo unspecified)	2	0.3	7	-10	-3.5	6	3	19	-1
Fc1ccc(Cn2nnnc2C(c2ccc(Cl)cc2)N2CCSCC2)cc1 (stereo unspecified)	2	0.3	9	20	-0.6	5	1	4	-1
CCOC(=O)C(=Nc1ccc(Cl)cc1)NO	1	0.4	5	4	1.5	10	4	16	-1
